# Sm TGR block: inhibitors of Schistosoma mansoni thioredoxin glutathione reductase | actives 3% (n = 360,000) | Potency, µM (top dose mostly 114 µM), for the others: at the highest dose activity change, negative = inhibition, hits mostly inhibitors | purified TGR, DTNB reduction, TNB absorbance 405 nm | AID 485364; note: potency is the fitted concentration of half-maximal effect; % is set by controls: 0 for no effect and ±100 for the full control effect; nearly all actives have a fitted effect of over 60% in size
#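 First, TGR (20 nM dispensed) and NADPH were mixed with compound. Second, a 15 min room-temperature incubation followed. Third, further NADPH and then DTNB were added to start the reaction. Finally, TNB absorbance was monitored kinetically.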
# CHX counter: affects cycloheximide protein synthesis inhibition readout, counter-screen | cell reporter, cycloheximide protein synthesis inhibition counterscreen | actives 12% (n = 300,000) | max response, %; in the data active = max response mostly above about 13%, no sharp cut-off; inactive = mostly below about 14%; note: read at 38.3 µM for the half of the compounds with a filed dose; 0% is about no effect
# Shiga toxin inh: blocks Shiga toxin action in Vero cells; Vero cells, Shiga toxin protein synthesis inhibition reporter; inhibition, % at 38.7 µM; actives 9.2% (n = 290,000); AID 2315; in the data active = inhibition mostly above about 28%, no sharp cut-off; inactive = mostly below about 43%; note: 0% is about no effect
# FBPA Giardia inh: inhibitors of Giardia lamblia fructose-1,6-bisphosphate aldolase. A8B2U2. purified Giardia FBPA. Potency, µM (top dose mostly 59.6 µM), for inactives: at the highest dose activity, negative = inhibition, usual class: inhibitors. actives 0.71% (n = 290,000). AID 2451; note: potency is the fitted concentration of half-maximal effect; % is set by controls: 0 for no effect and ±100 for the full control effect; nearly all actives have a fitted effect of over 55% in size
# Target sequence (A8B2U2 whole entry, looked up): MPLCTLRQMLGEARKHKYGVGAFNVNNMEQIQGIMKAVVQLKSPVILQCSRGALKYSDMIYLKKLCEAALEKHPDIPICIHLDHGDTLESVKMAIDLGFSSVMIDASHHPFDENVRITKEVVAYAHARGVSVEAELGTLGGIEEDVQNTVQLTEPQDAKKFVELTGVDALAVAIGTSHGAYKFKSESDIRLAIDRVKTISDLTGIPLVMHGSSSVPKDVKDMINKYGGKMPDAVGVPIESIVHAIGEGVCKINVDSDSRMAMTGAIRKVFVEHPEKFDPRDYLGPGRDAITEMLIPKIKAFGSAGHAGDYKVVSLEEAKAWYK
#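 Giardia FBPA (40 nM reagent) was preincubated 10 min at RT with compound (up to 57.5 uM final), then substrate plus GAPDH/TPI/NAD/arsenate coupling system with diaphorase/resazurin was added; resorufin fluorescence (525/598 nm) was read after 20 min.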
# Pf growth 96h: P. falciparum growth inhibition at 96 hours; actives 6.9% (n = 320,000); Potency, µM (doses to about 28.7 µM), for the others: top-dose activity change, negative = inhibition, most hits filed as inhibitors; P. falciparum luciferase reporter growth, 96 h; AID 504834; note: potency is the fitted concentration of half-maximal effect; % is set by controls: 0 for no effect and ±100 for the full control effect
#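 Compounds incubated with erythrocytes infected by luciferase-expressing P. falciparum (2% hematocrit, 0.05% parasitemia final) for 96 hours, 37 C in 5% CO2. Growth inhibition scored as decreased luciferase luminescence.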
# Pf growth 48h: P. falciparum growth inhibition at 48 hours (one generation); P. falciparum luciferase growth in erythrocytes, 48 h; Potency, µM (doses to about 28.7 µM), for inactives: at the highest dose activity change, negative = inhibition, usual class: inhibitors; actives 5.9% (n = 310,000); note: potency is the fitted concentration of half-maximal effect; % is set by controls: 0 for no effect and ±100 for the full control effect
#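 Parasite viability was followed by luminescence of a genomically integrated firefly luciferase. Cultures held 0.1% parasitemia at 2% hematocrit (final), incubated under 5% CO2 at 37 C.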
# An asterisk follows results filed as active; i = inactive; ? = inconclusive; nt = no result given; & = joins results of further samples; [ ] = dose if it differs, or a comment. Unless noted, calls come from the whole dose curve; as a rule, active = well fitted curve in the direction sought with a large enough effect; inconclusive = small, poorly fitted or top-dose-only effect, or another doubt; inactive = no such curve, though single readings can be large; an effect the other way counts as inactive or inconclusive.
SMILES,Sm TGR block,CHX counter,Shiga toxin inh,FBPA Giardia inh,Pf growth 96h,Pf growth 48h
COc1ccc(/C=C(\C#N)C(=O)N=CN(C)C)cc1,0%,-2,-7,-7%,5%,-9%
S=c1nc(NCc2cccc(Cl)c2)c2ccccc2[nH]1,20%,5,-7,8%,25%,?
Cc1nc2c(C(=O)NCc3ccccc3Cl)c[nH]n2c(=O)c1Cl,-5%,-4,14,7%,27%,10%
CC1CC(C)(C)CC2(C1)NC(=O)N(CC(=O)N1CCN(S(=O)(=O)c3cccs3)CC1)C2=O (stereo unspecified),1%,nt,nt,nt,?,9.3µM*
COc1ccccc1-c1cnn2c(N3CCOCC3)cc(C)nc12,5%,52*,88*,4%,136%[activator],96%[activator]
O=C1CC2c3ccccc3C1C1C(=O)N(Cc3ccccc3)C(=O)C21 (stereo unspecified),nt,-1,-17,-6%,-12%,25%
Cc1cnn(C(=O)c2ccccc2Br)c1,2%,-3,17,-5%,2%,13%
O=C(CCCCl)N1CCc2[nH]c3ccccc3c2C1,-23%,nt,nt,nt,-3%,21%
COc1ccc2c(c1)c1ncnc(N3CCN(Cc4ccc5c(c4)OCO5)CC3)c1n2C,-1%,-2,-2,5%,nt,?
Cc1ccnc(SCCn2c(N3CC(C)CC(C)C3)nc3c2c(=O)n(C)c(=O)n3C)n1 (stereo unspecified),-26%,-3,-10,2%,-20%,16%
Cc1ccc(C(=O)N2CCC(n3nccc3NC(=O)c3ccccc3C)CC2)cn1,-27%,2,22,nt,65%[activator],?
O=C(Cc1c[nH]c2ccccc12)NCc1ccc2c(c1)OCO2,-17%,19*,16,2%,31%[activator],15%
COC(C[C@H](O)C[C@H](O)[C@H](C)OCc1ccccc1)OC,20%,1,-3,7%,92%[activator],50%[activator]
COc1cc(CNc2nc3ccccc3n2C)cc(OC)c1OC,1%,-2,-7,-10%,0%,-6%
CCN1C(=O)[C@H]2[C@@H](c3ccc(C)cc3)N3C(=O)N(c4ccccc4)C(=O)[C@@]3(Cc3ccc(Cl)cc3)[C@H]2C1=O,4%,-3,14,-3%,?,?
COc1ccc(C(=O)Nc2cc3c(cc2C(=O)O)OCCCO3)c(OC)c1,-1%,-3,-13,7%,-4%,3%
CS(=O)(=O)c1ccc(Cl)c(NC(=O)COC(=O)CNC(=O)c2ccc3ccccc3c2)c1,-3%,nt,nt,nt,3%,8%
CC(=O)N1CCOc2ccc(S(=O)(=O)N3CCC(C(=O)Nc4ccc(C)cc4C)CC3)cc21,-3%,12,7,nt,58%[activator],?
COc1ccc(OC)c(S(=O)(=O)N2CCCC(C(=O)NCc3ccccn3)C2)c1 (stereo unspecified),?,-3,-3,6%,-2%,5%
CCN(CC)CCN1C(=O)C(=O)/C(=C(/O)c2ccc(S(=O)(=O)N3CCOCC3)cc2)C1c1ccc(Cl)cc1 (stereo unspecified),-10%,-7,-14,15%,54%[activator],1%
COc1ccc(NC(C)=O)cc1S(=O)(=O)N1CCN(C(=O)c2ccccc2F)CC1,-5%,-2,-3,8%,?,2.1µM*
CN1CCN2c3ncccc3Cc3ccccc3C2C1 (stereo unspecified),nt,nt,nt,-3%,-16%,-22%
CN(C)Cc1c(O)ccc2oc(Cc3ccccc3)cc12,-6%,-1,-6,-22%,15%,0.41µM*
CCc1cc2c(=O)c(-c3nc4ccccc4[nH]3)coc2cc1OC(=O)N1CCOCC1,7%,24*,43,-3%,-14%,11%
CCN(CC)C(=O)CSc1n[nH]c(=S)n1N,-7%,-1,-1,7.1µM*,?,?
COc1ccc(C(CNC(=O)CNC(=O)c2cccc(Cl)c2)N2CCCC2)cc1 (stereo unspecified),-4%,nt,nt,nt,?,-11%
COCCn1c(=O)[nH]c2cc(C(=O)NCc3ccccc3Cl)ccc2c1=O,21%,-11,-5,nt,nt,nt
CC(=O)COc1ccc2c(c1C)O/C(=C\c1ccco1)C2=O,20µM*,82*,127*,-1%,58%[activator],69%[activator]
COc1ccc(/C=C/C(=O)Oc2cc(O)cc(O)c2)cc1,1%,21*,35*,0%,?,?
Cc1ccc(N(C)S(=O)(=O)c2cccc(C(=O)NC3CC(C)(C)NC(C)(C)C3)c2)cc1,-12%,nt,nt,nt,?,?
C=CCNC(=O)COc1cc(C)cc(C)c1C,0%,-5,-9,-1%,64%[activator],24%
COc1cccc(NC(=O)C2C3C=CC(O3)C2C(=O)O)c1 (stereo unspecified),35µM*,-2,4,-12%,i,0%
CC(C)(C)C(=O)N1CCN(CCN2C(=O)c3cccc4cccc(c34)C2=O)CC1,1%,1,-1,10%,-29%,-17%
NC(=O)CCC1NC(=S)N(Cc2ccccc2)C1=O (stereo unspecified),nt,-2,3,-4%,17%,18%
CCOC(=O)NC1(C(F)(F)F)NC(=O)N(c2cccc(C(F)(F)F)c2)C1=O (stereo unspecified),-13%,-1,-11,-1%,?,6%
CCCCN(CCNP(=O)(OCC)OCC)CP(=O)(OCC)OCC,-10%,-1,-9,4%,38%[activator],77%[activator]
COc1ccc(/C=C(/NC(=O)c2ccco2)C(=O)NCCc2ccccc2)cc1,9%,-2,-7,nt,21%,2%
CC1CC(C)CN(CCCNC(=O)c2ccc3nc(N4CCOCC4)sc3c2)C1 (stereo unspecified),6%,1,-2,7%,34%[activator],-3%
COc1ccc(/C=C/C(=O)O)cc1COc1cccc(C)c1,-5%,-4,-8,?,-4%,-8%
COc1ccc(CC(=O)N2CCN(C)CC2)cc1OC,-13%,-4,-16,-19%,nt,14%

# Next section, overlapping the part above by 7 compounds.
SMILES,Sm TGR block,CHX counter,Shiga toxin inh,FBPA Giardia inh,Pf growth 96h,Pf growth 48h
NC(=O)CCC1NC(=S)N(Cc2ccccc2)C1=O (stereo unspecified),nt,-2,3,-4%,17%,18%
CCOC(=O)NC1(C(F)(F)F)NC(=O)N(c2cccc(C(F)(F)F)c2)C1=O (stereo unspecified),-13%,-1,-11,-1%,?,6%
CCCCN(CCNP(=O)(OCC)OCC)CP(=O)(OCC)OCC,-10%,-1,-9,4%,38%[activator],77%[activator]
COc1ccc(/C=C(/NC(=O)c2ccco2)C(=O)NCCc2ccccc2)cc1,9%,-2,-7,nt,21%,2%
CC1CC(C)CN(CCCNC(=O)c2ccc3nc(N4CCOCC4)sc3c2)C1 (stereo unspecified),6%,1,-2,7%,34%[activator],-3%
COc1ccc(/C=C/C(=O)O)cc1COc1cccc(C)c1,-5%,-4,-8,?,-4%,-8%
COc1ccc(CC(=O)N2CCN(C)CC2)cc1OC,-13%,-4,-16,-19%,nt,14%
Cc1ccc(S(=O)(=O)c2ccc(NC(=O)c3c(F)cccc3F)cc2)cc1,-7%,-4,14,4%,?,-16%
Cc1csc(=Nc2c(C)n(C)n(-c3ccccc3)c2=O)n1Cc1ccccc1,2%,2,22,2%,-10%,-13%
COc1ccc(C(=O)N/C(=C\c2ccc([N+](=O)[O-])cc2)C(=O)NC(CCSC)C(=O)O)cc1 (stereo unspecified),-7%,-2,-13,6%,53%[activator],?
Cc1ccc(NC2=NCC(=O)N2CCc2ccccc2)cc1C,-7%,12,20,1%,?,?
CCOC(=O)C1C(=O)C=C(c2ccc(C)cc2)CC1c1ccccc1 (stereo unspecified),nt,7,7,12%,18%,-8%
O=C(O)C1CCC(Cn2c(SCc3cc(=O)n4cc(Cl)ccc4n3)nc3ccsc3c2=O)CC1 (stereo unspecified),-25%,-5,-19,1%,-26%,-13%
CCc1ccccc1N(C(=O)c1snc(C(N)=O)c1N)C(C(=O)NCC1CCCO1)c1ccc(C)o1 (stereo unspecified),6%,-2,-4,-10%,9.3µM*,?
NC(=O)Nc1cccc(C(F)(F)F)c1,2%,1,-10,0%,28%,26%
Cc1ccc(N/N=C(/Sc2nnnn2-c2ccccc2)C(=O)c2ccccc2)cc1,-2%,-2,-51,4%,-11%,-6%
COc1ccc(S(=O)(=O)N2CCN(C(=O)CSC(=S)N3CCCC3)CC2)cc1,2%,nt,nt,nt,?,?
CCn1cc(C(=O)NCCc2ccccc2)c(=O)c2cc(F)c(N3CCN(C)CC3)cc21,-18%,13*,11,3%,?,10µM*
CC(NCc1cccnc1)c1ccccc1 (stereo unspecified),1%,-1,-6,6%,?,14%
O=C(N/N=C/c1ccc(Cl)cc1)C(=O)N1CCCCCC1,11%,6,3,?,-8%,101%[activator]
CCc1cccc(C)c1N1C(=O)CC(C)(C)CC1=O,4%,-1,-6,3%,36%[activator],-2%
Cc1ccc(S(=O)(=O)Nc2c(C)n(C)n(-c3ccccc3)c2=O)c(C)c1,-5%,-2,nt,5%,4%,12%
CCOCCOc1cccc(C(=O)NC(c2ccccc2)C(C)C)c1 (stereo unspecified),-12%,-1,3,3%,40%,-30%
Clc1ccccc1C1=CC(c2ccco2)n2nnnc2N1 (stereo unspecified),0%,1,-3,2%,24%,4%
Cc1nc(SCc2ccccc2)c(C(F)(F)F)c(=O)[nH]1,-26%,0,6,8%,5.2µM*,8%
COc1cc(/C=C(\NC(=O)c2ccccc2)C(=O)NC(C(=O)O)c2ccccc2)cc(OC)c1OC (stereo unspecified),13%,2,1,-14%,-23%,-13%
COc1ccc(CNC(=O)C[C@H]2C(=O)N(Cc3ccccc3)C[C@@H]2Cc2ccccc2)cc1,0%,-2,10,2%,?,-9%
COC(CNC(=O)c1ccc2c(c1)ncn2-c1cc(C)cc(C)c1)OC,7%,-5,4,3%,?,-21%
CC(C)(CN1CCNCC1)NS(=O)(=O)c1ccc(Cl)cc1,-25%,nt,nt,nt,?,9.3µM*
COc1cccc(OC2OC3COC(C)(C)OC3C(O)C2NC(C)=O)c1 (stereo unspecified),-1%,2,-22,5%,30%,4%
CCc1ccc(NC(=O)c2cnccn2)cc1,-12%,38*,55*,-6%,-5%,481%[activator]
CN(c1ccccc1)c1nc(N)c([N+](=O)[O-])c(NCCO)n1,-1%,-1,-2,9%,-6%,?
CNS(=O)(=O)c1ccc2c(c1)oc(=O)c1cc(S(=O)(=O)NC)ccc12,5%,10,30,6%,8%,19%
COc1ccc(CCNC(=O)C(C)n2nc(C)c3c(C)n(-c4ccc(C)cc4)nc3c2=O)c(OC)c1 (stereo unspecified),-2%,10,-7,13%,3.3µM*,13µM*
CC(=O)OC[C@H]1O[C@@H](O/N=C(\C)CCN2CCCCc3nc(C)c(C)cc32)[C@H](OC(C)=O)[C@@H](OC(C)=O)[C@@H]1OC(C)=O,-18%,-2,-11,-10%,0%,-22%
O=c1c2ccccc2cnn1Cc1ccc(Br)cc1F,-1%,-2,3,0%,11%,8%
COc1cc(CC(=O)Nc2ccc(N3CCOCC3)cc2)cc(OC)c1OC,0%,6,-5,2%,?,-6%
CCOc1ccc(/C=C/C(=O)c2ccccc2)cc1,-15%,31*,43,-2%,185%[activator],112%[activator]
CCC(CC)C(=O)Nc1nnc(S(=O)(=O)N2CCCCCC2)s1,5%&-16%,-3,-4,-15%,-2%,38%[activator]
COc1cccc(C2=NN(C(=O)CCCC(=O)O)C(c3cccs3)C2)c1 (stereo unspecified),10%,10,41,22%,-9%,-8%
CCOC(=O)c1cccc(NC(=O)Cn2cnc3c2c(=O)n(C)c(=O)n3C)c1,2%,-1,-7,4%,11%,8%
COc1ccc(CCN(C)CCCN2CCc3cc(OC)c(OC)cc3CC2=O)cc1OC,nt,4,-5,1%&-4%,?,?
CCOC(=O)/C(=C\c1ccccc1)NC(=O)c1ccccc1,8%,19*,41,1%,15%,-12%
CCCC(=O)Nc1ccc2c(c1)nc(CN1CCN(C(C)=O)CC1)n2C,-4%,0,-4,-6%,57%[activator],26%

# From PubChem
